Source: PubChem (several laboratories)
Scp-1 inhibitor = blocks human Scp-1 phosphatase activity; Q9GZU7; Recombinant Scp1, phosphopeptide, malachite green phosphate absorbance; inhibition, % at 20 µM; 340,000 compounds, 0.88% hits; AID 493091;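 active = inhibition above about 50% at 20 µM, limit read from the data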;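 also: plate controls were DMSO wells with enzyme for no effect and wells lacking enzyme for full effect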
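System: truncated SCP-1 phosphatase (76-261aa); medium: Tris acetate buffer pH 5.5 with MgCl2 and Tween-20; incubation: 45 min room-temperature reaction, 5 min colour, 30 min stabiliser; compound: single 20 µM dose, 1% DMSO; reagent: Phosphorylated 17-residue peptide substrate; read-out: % inhibition at 20 µM; technique: colorimetric free-phosphate detection, absorbance 630 nm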
STEP inh = blocks human striatal-enriched tyrosine phosphatase. recombinant STEP, OMFP fluorogenic substrate, fluorescence. inhibition, % at 20 µM. 360,000 compounds, 0.25% hits;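 active = inhibition at 20 µM, scaled per plate between control wells, above about 37%, limit read from the data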;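 also: 0% = DMSO with enzyme and substrate and 100% = substrate only without enzyme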
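Assay system: isolated STEP enzyme. Buffer or medium: pH 6.0 Bis-Tris with DTT and Tween 20. Also added: fluorogenic phosphatase substrate OMFP at 25 µM final. Dosing: 20 µM, 1% DMSO. Timing: 20 min reaction, room temperature, in the dark. Measured by: fluorescence intensity, excitation 480 nm, emission 540 nm. Evaluation: normalized % inhibition.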
NadD inh = inhibitors of Staphylococcus aureus NadD | 360,000 compounds, 0.78% hits | inhibition, % at 20 µM | purified NadD enzyme, colorimetric absorbance read-out | AID 602399; in the data active = inhibition above about 26%; also: some compounds past the cut are filed as inactive
Rpn11 block = blocks the human proteasome subunit Rpn11. O00487. human 26S proteasome, Ub4-pepOG fluorescence polarization; 20S core pre-blocked with epoxomicin. calls only at 20 µM. 360,000 compounds, 0.59% hits. AID 588493;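 active = inhibition at 20 µM, scaled to each plate's controls, above about 33%, limit read from the data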
CSN deneddyl inh = blocks human CSN-mediated cullin deneddylation; inhibition, % at 12.5 µM; 360,000 compounds, 0.38% hits; Purified CSN, SCF-Nedd8-OG deneddylation, fluorescence polarization; AID 651999;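 active = pattern-corrected inhibition above about 35%, with an unprinted fluorescence ratio check between 0.5 and 1.5, limit read from the data, passing the limit was not always enough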;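 also: 0% = enzyme with substrate and 100% = substrate without enzyme; some results filed as inactive read as strong as hits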
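Assay system: HEK293T-derived human Csn5 enzyme; quantity: 0.24 nM enzyme; medium: Tris/NaCl/DTT buffer, pH 7.5; also added: substrate SCFSkp2-Nedd8OG, 10 nM; doses: 12.5 µM compound; schedule: 90 min reaction at room temperature; signal: FP; read-out: % inhibition of substrate cleavage by Csn5; benchmarks: substrate-only high control, full reaction low control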
DNMT1 inh = inhibitors of human DNMT1. P26358. DNMT1 molecular beacon, Hinp1I cleavage, fluorescence. inhibition (reported as % activation of signal), % at 10 µM. 360,000 compounds, 0.83% hits. AID 588458; in the data active = inhibition above about 50%
Target sequence (P26358 504-1616 limits assumed): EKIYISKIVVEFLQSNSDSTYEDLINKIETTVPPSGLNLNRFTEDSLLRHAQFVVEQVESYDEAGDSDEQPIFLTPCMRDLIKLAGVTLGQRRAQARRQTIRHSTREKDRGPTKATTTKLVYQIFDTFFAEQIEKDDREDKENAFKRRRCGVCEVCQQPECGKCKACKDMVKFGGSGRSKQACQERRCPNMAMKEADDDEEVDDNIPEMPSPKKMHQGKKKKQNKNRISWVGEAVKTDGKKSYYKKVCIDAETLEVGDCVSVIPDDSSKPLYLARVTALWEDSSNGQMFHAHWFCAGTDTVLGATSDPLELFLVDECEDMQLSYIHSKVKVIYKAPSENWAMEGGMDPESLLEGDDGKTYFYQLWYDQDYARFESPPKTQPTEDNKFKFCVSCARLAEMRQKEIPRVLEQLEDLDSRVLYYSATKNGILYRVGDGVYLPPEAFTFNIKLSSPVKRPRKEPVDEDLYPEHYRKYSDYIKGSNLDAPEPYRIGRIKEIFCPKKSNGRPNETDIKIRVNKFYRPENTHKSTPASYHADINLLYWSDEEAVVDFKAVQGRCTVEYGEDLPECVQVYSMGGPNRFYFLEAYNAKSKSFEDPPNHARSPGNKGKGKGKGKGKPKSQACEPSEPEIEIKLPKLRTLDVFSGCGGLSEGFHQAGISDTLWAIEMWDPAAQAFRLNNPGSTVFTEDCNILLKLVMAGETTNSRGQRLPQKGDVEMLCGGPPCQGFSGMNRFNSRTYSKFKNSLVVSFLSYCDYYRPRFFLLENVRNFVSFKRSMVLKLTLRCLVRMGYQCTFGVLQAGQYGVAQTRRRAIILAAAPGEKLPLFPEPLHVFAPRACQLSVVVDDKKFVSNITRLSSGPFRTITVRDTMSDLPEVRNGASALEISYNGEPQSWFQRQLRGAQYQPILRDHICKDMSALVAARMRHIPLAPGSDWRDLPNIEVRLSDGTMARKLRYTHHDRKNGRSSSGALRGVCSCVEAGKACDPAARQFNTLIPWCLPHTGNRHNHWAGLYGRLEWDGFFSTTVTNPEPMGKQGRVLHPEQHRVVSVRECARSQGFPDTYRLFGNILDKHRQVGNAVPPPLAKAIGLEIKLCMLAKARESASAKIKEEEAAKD
Tb MetRS inh = blocks T. brucei methionyl-tRNA synthetase activity | 360,000 compounds, 0.4% hits | inhibition, % at 11.9 µM | AID 624268 | purified T. brucei MetRS, ATP depletion, Kinase-Glo luminescence;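 active = inhibition above a per-plate cutoff of the control wells' mean inhibition plus 3 SD, cut at about 5.5% in these data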;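 also: 0% = DMSO wells median and 100% = median of wells with control inhibitor compound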
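Dosing: 11.9 µM single point; system: parasite MetRS enzyme; technique: luminescence of leftover ATP; times: 15 min enzyme-compound preincubation, 2 h reaction, 10 min detection, 25 °C; replicates: each compound tested once; read-out basis: percent inhibition relative to median high and low control wells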
MsrA inh = inhibits bovine methionine sulfoxide reductase A. purified bovine MsrA, absorbance read-out. inhibition, % at 15.5 µM. 360,000 compounds, 0.75% hits. AID 651718; in the data active = inhibition above about 4.5%;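 also: 0% = vehicle wells with enzyme and 100% = reference inhibitor wells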
SUMO1-SIM PPI = SUMO1-SIM interaction modulation; inhibition, % at 20 µM; SUMO1 binding to a labelled peptide, TR-FRET, 1 h; AID 602429; 360,000 compounds, 0.33% hits; in the data active = inhibition above about 37%
LMPTP inh = blocks human LMPTP phosphatase. recombinant LMPTP-A, OMFP fluorogenic substrate, fluorescence intensity. inhibition, % at 20 µM. 360,000 compounds, 0.22% hits. AID 651560;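 active = compounds that cut the enzyme signal by at least half of the control window in the single-dose screen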;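 also: plate controls were DMSO wells with enzyme plus substrate for no effect and substrate without enzyme for full effect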
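test system = LMPTP-A | amount = 0.625 nM LMPTP-A final | reagent = fluorogenic phosphatase substrate OMFP at 400 µM final | incubation = 50 min at room temperature | benchmarks = no-enzyme low control, uninhibited high control | medium = Bis-Tris pH 6.0, DTT, detergent | signal = fluorescence intensity of OMFP turnover product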
Numbers without * were called inactive; i = inactive; · = not tested or not shown.

The first two compounds as a preview:
SMILES	Scp-1 inhibitor	STEP inh	NadD inh	Rpn11 block	CSN deneddyl inh	DNMT1 inh	Tb MetRS inh	MsrA inh	SUMO1-SIM PPI	LMPTP inh
CCOC(=O)c1sc(NC(=O)c2ccco2)c(C#N)c1C	0	0	-5	i	1	4	-0.1	0.8	9	-1.0
COc1ccc(C(=O)NNC(=O)OC(C)(C)C)cc1	-9	3	-5	i	2	2	-0.8	-0.9	-2	-0.9

The listing, previewed entries included:
SMILES	Scp-1 inhibitor	STEP inh	NadD inh	Rpn11 block	CSN deneddyl inh	DNMT1 inh	Tb MetRS inh	MsrA inh	SUMO1-SIM PPI	LMPTP inh
CCOC(=O)c1sc(NC(=O)c2ccco2)c(C#N)c1C	0	0	-5	i	1	4	-0.1	0.8	9	-1.0
COc1ccc(C(=O)NNC(=O)OC(C)(C)C)cc1	-9	3	-5	i	2	2	-0.8	-0.9	-2	-0.9
CC(C)(c1ccccc1)c1ccc(OCC(O)CNC2CCN(Cc3ccccc3)CC2)cc1 (centres undefined)	-1	1	8	i	4	0	-0.3	-1.3	-2	1.9
CCOc1ccccc1OCC(=O)Nc1c(C)n(C)n(-c2ccccc2)c1=O	-7	-3	-1	i	-4	2	-0.2	0.4	2	-0.2
Cc1cccc(C)c1NC(=S)NC(=O)c1ccccc1F	-7	-2	-4	i	4	-7	0.0	0.3	1	-1.4
Cc1cc(C(=O)OCC(=O)Nc2cccc(S(=O)(=O)N(C)C)c2)c2ccccc2n1	-6	2	-5	i	-2	0	0.1	0.2	-4	0.2
CC(C)(C)NC(=O)Cn1cnc2cc([N+](=O)[O-])ccc2c1=O	-2	-2	-2	i	0	1	-0.6	-0.3	-26	-0.8
CC(=O)Nc1ccc(NC(=O)C(C)OC(=O)CC2CCCC2)cc1 (centres undefined)	-4	0	-4	i	1	2	-0.7	-0.5	3	-0.8
Cc1ccc(NC(=O)CN(C)C(C)C(=O)N2CC(C)CC(C)C2)cc1 (centres undefined)	1	-3	6	i	2	2	0.1	-0.9	-1	-0.4
Cc1ccc(S(=O)(=O)N2CCC3(CC2)OCCO3)s1	-10	-2	-3	i	-3	1	-0.2	0.1	1	-0.4
Cc1cc(NC(=S)N(CCN2CCOCC2)Cc2ccccc2F)ccc1Cl	-4	5	-7	i	13	-2	0.0	-0.9	-1	-1.4
Cc1ccc(S(=O)(=O)N(CC(=O)NCc2cccnc2)C2CCCCC2)cc1	-8	3	-1	i	0	-1	0.5	-0.1	5	-0.2
CC(=O)c1c(-c2ccccc2)c2ccccc2[nH]c1=O	-4	-3	-8	i	5	-1	-0.1	2.0	-2	0.0
CCOC(=O)/C=C/C(=O)N1CCc2ccccc21	5	-1	-3	i	4	7	-2.2	2.3	6	-0.1
O=c1oc2cccnc2n1CCS(=O)(=O)c1ccc(F)cc1	4	-2	4	i	5	0	0.5	-0.3	0	1.1
Cc1cccc(N(C(=O)Nc2ccc(Cl)cc2)C2=NCC(C)S2)n1 (centres undefined)	-7	2	-1	i	-1	1	0.9	0.0	1	-0.7
Cc1cccc(CC(=O)N2CCC(N3CCC(C(=O)N4CCOCC4)CC3)CC2)c1	-1	6	-6	i	-2	0	1.1	0.0	2	-0.6
O=C(NCCCn1ccnc1)C(=O)NC1CCCCC1	1	-3	-2	i	-3	0	-0.9	-1.8	-3	-1.8
CCN(CC)S(=O)(=O)c1cc(C)ccc1NC(=S)Nc1cccnc1	-9	0	-2	i	-4	0	-0.9	0.3	-2	-0.8
O=C(NC1CCN(C(=O)Nc2ccccc2)CC1)C1CCCCC1	0	-2	5	i	0	4	-0.2	-0.1	-2	-2.1
O=C(Cn1cncn1)c1ccccc1	-6	1	-4	i	-5	1	0.0	0.2	-1	-1.5
COc1ccc(N(C)S(=O)(=O)c2ccc3c(c2)NC(=O)CO3)c(OC)c1	3	0	4	i	0	-4	-0.2	0.0	4	0.4
C[C@@H](NC(=O)[C@@H]1Cc2ccccc2CN1)C(=O)Nc1ccc2c(c1)OCO2	-1	3	-2	i	0	-15	0.7	-0.7	14	-1.1
Cc1cccc(C)c1OCC(O)CN (centres undefined)	-7	-3	-4	i	1	3	-2.6	-1.3	-3	-0.8
Cc1cccc(Nc2cc(C)nc3ccccc23)c1	0	-4	-6	i	3	11	-1.9	1.2	4	3.4

Other entries follow:
SMILES	Scp-1 inhibitor	STEP inh	NadD inh	Rpn11 block	CSN deneddyl inh	DNMT1 inh	Tb MetRS inh	MsrA inh	SUMO1-SIM PPI	LMPTP inh
Cc1nnc(-c2ccccc2)o1	-4	-2	-3	i	4	-5	-0.5	-0.1	0	-0.3
Cc1c(NC(=O)CSc2nnnn2Cc2ccccc2)c(=O)n(-c2ccccc2)n1C	0	-2	-5	i	-11	1	0.0	-0.7	-4	-1.4
COc1ccc(Nc2cc(C)c3cc([N+](=O)[O-])ccc3n2)cc1	-1	0	5	i	3	5	-1.2	1.0	-18	3.9
CCN(c1ccccc1)S(=O)(=O)c1ccc(OC)c(NC(=O)CNC)c1	-3	-1	3	i	-1	-3	-0.2	0.0	4	-0.3
COc1ccc(S(N)(=O)=O)cc1C(N)=O	-3	1	0	i	-1	0	0.0	-0.3	-4	-2.0
CCOC(=O)C1=C[C@@H](c2ccccc2)N(S(=O)(=O)c2ccc(C)cc2)[C@H]1c1ccc(F)cc1	·	1	2	i	5	12	-1.6	1.1	5	1.4
COc1ccc(NC(=O)CCSc2ccc(F)cc2)cc1	-8	1	-14	i	4	-2	-0.2	1.9	-5	-0.8
Cc1ccccc1Nc1cc(C)c2c(O)cccc2n1	-16	-1	-4	i	4	0	0.0	0.4	0	67*
CCOc1ccc(-n2nc3ccc(N)cc3n2)cc1	-3	0	4	i	-10	-31	-0.3	2.0	-9	0.8
CCOC(=O)c1c(C)n(CC(O)CN(CC)CC)c2cc(Br)c(OC)cc12 (centres undefined)	-3	-1	-10	i	-6	4	0.5	-0.3	-2	-2.7
CC(=O)c1cc(-c2ccccc2)n(CCC(=O)NC2CCCCC2)c1C	-5	-3	-3	i	0	10	-0.4	1.0	21	-0.5
N/C(CSc1ccccn1)=N\OCc1c(Cl)cccc1Cl	11	0	-3	i	1	10	0.6	-0.3	3	2.3
CCOC(=O)c1ccccc1NC(=O)COc1cc(=O)n(CC)c2ccccc12	-5	3	-4	i	-1	-6	-0.8	-0.9	4	0.8
CC(C)(C)C(=O)Nc1cc2c3c(c1)CC(=O)N3CCC2	-7	-1	-1	i	0	-4	0.0	-1.7	-4	2.6
CC(C)(C)c1ccc(C(=O)Nc2nnc(Cc3c[nH]c4ccccc34)s2)cc1	-2	-2	13	i	11	-17	0.0	-1.3	1	-0.2
COc1ccc(C(=O)Nn2c(SCC(=O)NC3CCCC3)nc3ccccc3c2=O)cc1	-4	4	-1	i	-5	0	-0.8	1.6	19	-0.9
COC(=O)c1c(NC(=O)CN2C(=O)NC(CCc3ccccc3)C2=O)sc2c1CCCCC2 (centres undefined)	-2	0	0	i	6	-12	-0.3	-0.4	0	3.1
COc1ccc(OC)c(NC(=O)C(=O)c2cn(CC(=O)N3CCCC3)c3ccccc23)c1	6	2	-9	i	1	-3	-0.8	1.1	-5	1.8
CCOc1ccc(S(=O)(=O)NCCC(=O)NCC(c2ccc(F)cc2)N2CCOCC2)cc1 (centres undefined)	-6	2	9	i	-2	2	-0.6	0.2	-38	-10
Cc1cccc(NC(=O)Nc2cc(C)cc(C)n2)c1	-5	-1	1	i	2	2	-0.5	-1.6	2	-0.5
Cc1cc2cc(CNC(=O)CCC(=O)O)ccc2n1C	-10	-1	1	i	3	-7	-0.1	-1.4	3	0.9
COC(=O)Cc1c(C)c2ccc(OC(=O)c3ccccc3)cc2oc1=O	-7	0	-7	i	1	-1	-0.9	0.8	-2	0.1
COc1ccc(-c2cc(C(=O)NCCCN3CCOCC3)c3ccccc3n2)cc1OC	-4	0	-1	i	0	1	-0.7	4.0	-9	1.1
Cc1cc(C)c2cc(C(=O)Nc3ccc(C)c(F)c3)[nH]c2c1	1	-2	0	i	2	-11	-0.5	0.4	-1	-0.1
CCOC(=O)C1CCCN(C(=O)c2ccc(CS(=O)(=O)c3ccc(C)cc3)o2)C1 (centres undefined)	57*	1	7	i	6	46	-0.9	·	5	0.5

Not a retest: entries from further up.
SMILES	Scp-1 inhibitor	STEP inh	NadD inh	Rpn11 block	CSN deneddyl inh	DNMT1 inh	Tb MetRS inh	MsrA inh	SUMO1-SIM PPI	LMPTP inh
CCOC(=O)c1sc(NC(=O)c2ccco2)c(C#N)c1C	0	0	-5	i	1	4	-0.1	0.8	9	-1.0
COc1ccc(C(=O)NNC(=O)OC(C)(C)C)cc1	-9	3	-5	i	2	2	-0.8	-0.9	-2	-0.9
CC(C)(c1ccccc1)c1ccc(OCC(O)CNC2CCN(Cc3ccccc3)CC2)cc1 (centres undefined)	-1	1	8	i	4	0	-0.3	-1.3	-2	1.9
CCOc1ccccc1OCC(=O)Nc1c(C)n(C)n(-c2ccccc2)c1=O	-7	-3	-1	i	-4	2	-0.2	0.4	2	-0.2
Cc1cccc(C)c1NC(=S)NC(=O)c1ccccc1F	-7	-2	-4	i	4	-7	0.0	0.3	1	-1.4

The listing continues:
SMILES	Scp-1 inhibitor	STEP inh	NadD inh	Rpn11 block	CSN deneddyl inh	DNMT1 inh	Tb MetRS inh	MsrA inh	SUMO1-SIM PPI	LMPTP inh
O=C(CC[C@H]1O[C@@H](n2ccc(=O)[nH]c2=O)[C@H](O)[C@@H]1O)N[C@H](Cc1ccccc1)C(=O)NCc1ccco1	·	3	-7	i	-2	3	-1.0	-0.6	4	-0.3
CCOc1ccc(/C(O)=C2/C(=O)C(=O)N(c3ncccn3)C2c2ccc(C)cc2)cc1 (centres undefined)	4	10	2	i	32	4	0.0	1.3	-9	4.0
O=C(CN1CCN(c2ccc(F)cc2)CC1)c1ccc2c(c1)OCO2	-4	3	-1	i	-1	-1	-1.1	1.1	-5	-1.0
CC(C)OC(=O)CSc1nnc(-c2ccccn2)n1-c1ccccc1	6	-5	-5	i	-2	0	-1.2	0.3	-2	-2.0
O=C(CN1CCN(c2ccccn2)CC1)Nc1cccc(C(F)(F)F)c1	-10	-4	-3	i	-4	-3	-0.6	-0.2	2	-0.4
Cc1[nH]c(C(=O)O)c(C#N)c1C(=O)c1ccccc1	4	-3	-8	i	-2	1	-0.9	0.3	4	-2.2
